Assay outcomes: PubChem BioAssay, NCI
NCI-60 one-dose screen, 48 h, at 10 µM unless noted. Numbers give growth in % (100 = growth as untreated, 0 = no growth, -100 = all killed).
M14: M14 melanoma; actives 6.2% (n = 80,000); AID 1794745
HOP-92: HOP-92 NSCLC cells; actives 6.3% (n = 71,000)
CCRF-CEM: CCRF-CEM leukemia | actives 7% (n = 77,000) | AID 1794778
EKVX: EKVX NSCLC | actives 3% (n = 71,000)
HOP-62: HOP-62 NSCLC; actives 3.9% (n = 80,000); AID 1794735
A549/ATCC: A549/ATCC NSCLC; actives 3.7% (n = 81,000); AID 1794740
SK-MEL-5: SK-MEL-5 melanoma. actives 6.4% (n = 80,000). AID 1794755
LOX IMVI: LOX IMVI melanoma | actives 7.4% (n = 79,000)
Starred values were filed as active, the others as inactive; / = not tested or not shown; & = joins results of further samples; [ ] = another dose, or the depositor's remark. The calls were made as follows: active = growth percent below 10; inactive = the rest. Not all compounds are listed; the hit share may differ from the screen's.

item	compound	SK-MEL-5	CCRF-CEM	HOP-62	HOP-92	M14	A549/ATCC	LOX IMVI	EKVX
1	COc1ccc(/C=C/C(=O)Nc2ccccc2C(=O)O)cc1OC	97.8	94.6	105.1	83.1	102.9	103.4	86.5	96.2
2	O=C(/C=C/c1ccc(Cl)cc1Cl)c1ccc(Cl)nc1	100.0	93.5	98.0	103.6	99.7	95.1	34.9	98.9
3	COc1cccc([C@@H]2C[C@@H]3Cc4cc(Br)c5ccccc5c4N2O3)c1	103.0	91.2	90.4	/	92.5	89.8	88.9	101.3
4	O=C(Nc1ccc(Oc2ccc(Cl)c(F)c2)cc1)c1ccc2nc(NS(=O)(=O)c3ccc4ccccc4c3)sc2c1	87.1	92.6	92.2	89.3	94.5	93.0	91.5	97.0
5	CCCn1cnc2c1c(=O)n(CCCCC(C)=O)c(=O)n2C	104.5	108.8	100.8	/	104.1	95.8	98.2	108.3
6	CC[N+](C)(CC)CCOC(=O)C(O)(c1ccccc1)C1CCCCC1 (stereo not drawn)	98.4	78.9	98.8	120.0	96.9	104.3	84.4	101.7
7	O=C(CCNNC(=O)c1ccncc1)NCc1ccccc1	89.0	5.4*	98.3	97.8	102.9	104.4	86.8	106.1
8	C[C@@H](Oc1cc(-n2cnc3ccc(CN4CCN(C)CC4)cc32)sc1C(N)=O)c1ccccc1C(F)(F)F	4.6*	6.0*	4.7*	21.7	15.7	0.2*	4.5*	38.9
9	COc1ccc(C2NC(=S)NC(C)=C2C(=O)Nc2ccc(S(N)(=O)=O)cc2)cc1O (stereo not drawn)	99.4	100.7	103.6	119.6	105.6	118.0	97.6	95.3
10	CC(/C=C/c1ccccc1)=N\OCC(=O)Nc1ccccc1	90.9	63.6	99.9	/	99.5	87.8	92.8	/
11	CC(=O)Nc1ccc(C(=O)/C=C/c2ccc(N(C)C)cc2)cc1	98.7	101.0	/	101.2	99.4	93.9	96.1	/
12	CC1COc2c(N3CCN(C)CC3)c(F)cc3c(=O)c(C(=O)O)cn1c23 (stereo not drawn)	102.6	/	101.4	/	98.4	96.2	94.9	97.1
13	CCCCSc1nc(NC(=O)CN2CCN(c3cc4c(cc3F)c(=O)c(C(=O)O)cn4C3CC3)CC2)cc(=O)[nH]1	92.4	85.4	99.8	65.2	85.8	100.7	75.8	85.5
14	c1ccc(CC2=NCCN2)cc1	108.3	97.5	108.6	/	99.3	105.1	108.1	108.2
15	NS(=O)(=O)c1cccc(N2C(=O)CCC2=O)c1	101.1	98.4	96.2	101.7	102.0	102.3	94.8	98.5
16	COc1ccc(NC(=O)CSc2nc(NC(=O)CN3CCN(c4cc5c(cc4F)c(=O)c(C(=O)O)cn5C4CC4)CC3)cc(=O)[nH]2)cc1	99.0	98.5	99.7	99.3	98.1	100.0	95.2	89.2
17	COc1ccc(-c2cc3c(C)nc(N)nc3n(C3CCC(OCCO)CC3)c2=O)cn1 (stereo not drawn)	-77.3*	14.6	-21.9*	-32.2*	0.2*	-38.4*	-55.5*	-4.7*
18	CC(C)(C)c1ccc2c(c1)C(=O)N(c1cccc(S(N)(=O)=O)c1)C2=O	100.7	116.8	107.4	81.4	98.3	101.0	101.5	103.5
19	Cc1cc(-c2ccccc2)nnc1NCCN1CCOCC1	103.2	98.2	116.4	98.1	102.6	100.7	101.8	94.5
20	C[C@H](CCC(=O)O)[C@H]1CCC2C3C(CC[C@@]21C)[C@@]1(C)CC[C@@H](O)C[C@H]1C[C@@H]3O (stereo partly drawn)	97.5	110.0	117.2	/	105.3	109.1	102.1	99.8

Results in A549/ATCC, EKVX and SK-MEL-5 (4 entries from above):
# | Compound | A549/ATCC | EKVX | SK-MEL-5
9 | COc1ccc(C2NC(=S)NC(C)=C2C(=O)Nc2ccc(S(N)(=O)=O)cc2)cc1O (stereo not drawn) | 118.0 | 95.3 | 99.4
4 | O=C(Nc1ccc(Oc2ccc(Cl)c(F)c2)cc1)c1ccc2nc(NS(=O)(=O)c3ccc4ccccc4c3)sc2c1 | 93.0 | 97.0 | 87.1
18 | CC(C)(C)c1ccc2c(c1)C(=O)N(c1cccc(S(N)(=O)=O)c1)C2=O | 101.0 | 103.5 | 100.7
17 | COc1ccc(-c2cc3c(C)nc(N)nc3n(C3CCC(OCCO)CC3)c2=O)cn1 (stereo not drawn) | -38.4* | -4.7* | -77.3*

(listing goes on)
item	compound	SK-MEL-5	CCRF-CEM	HOP-62	HOP-92	M14	A549/ATCC	LOX IMVI	EKVX
21	COc1ccc(/C=C/C(C)=N/OC(C)C(=O)O)cc1 (stereo not drawn)	99.9	96.1	100.9	/	104.1	103.5	94.0	/
22	COc1cc2c(cc1OC)C(=O)C(CC1CCN(Cc3ccccc3)CC1)C2 (stereo not drawn)	/	109.0	97.6	/	97.9	101.2	104.2	89.3
23	CC(C)c1cc(CNc2nc(Nc3cc(C4CC4)[nH]n3)cc(N3CCN(C)CC3)n2)on1	-24.2*	8.1*	-23.5*	-10.9*	-37.5*	3.1*	-58.4*	7.4*
24	c1cc(OCCN2CCCCC2)cc(-c2n[nH]c3ccc(-c4ncn[nH]4)cc23)c1	43.4	84.9	60.6	44.8	22.9	63.8	30.8	76.7
25	O=C1c2c(O)cccc2C(C2OC(CO)C(O)C(O)C2O)c2cc(CO)cc(O)c21 (stereo not drawn)	98.1	/	87.0	84.7	96.9	83.6	93.3	106.5
26	Cn1cc(-c2nnc(N)nc2-c2c[nH]c3ccccc23)c2cc(Br)ccc21	98.6	70.6	105.1	/	99.5	96.1	83.8	97.9
27	C[C@@H]1COCCN1c1cc(C2([S@](C)(=N)=O)CC2)nc(-c2ccnc3[nH]ccc23)n1	21.4	7.8*	8.9*	23.0	10.6	9.0*	2.4*	54.2
28	COC(=O)c1ccc(O)cc1	95.9	107.6	100.5	101.9	104.6	99.7	105.4	109.1
29	Cn1cc(-c2nnc(N)nc2-c2cn(C)c3ccc(Br)cc23)c2ccccc21	95.8	97.2	95.1	92.5	108.4	103.2	97.0	99.2
30	C[C@@H]1COC(Nc2ccc3ncnc(Nc4ccc(OCc5nccs5)c(Cl)c4)c3c2)=N1	-39.0*	24.7	17.5	10.3	19.5	40.3	17.8	32.2
31	Cc1cc(Nc2ncc(Cl)c(Nc3ccccc3S(=O)(=O)C(C)C)n2)c(OC(C)C)cc1C1CCNCC1	-98.9*	-47.5*	-94.5*	-92.3*	-95.2*	-99.8*	-90.7*	-87.6*
32	CN1CCN(C(c2ccccc2)c2ccccc2)CC1	97.9&97.7	94.6&102.3	104.0&103.5	89.4&106.3	98.5&105.5	97.4	94.4&99.6	107.8&99.8
33	C=CC(=O)Nc1cccc(Nc2nc(Nc3ccc(N4CCN(C(C)=O)CC4)cc3OC)ncc2C(F)(F)F)c1	6.9*	19.2	27.6	-18.1*	16.9	5.1*	6.4*	1.2*
34	COC(=O)C(C)(C)C1Oc2ccc(F)cc2C(=O)/C1=C\O (stereo not drawn)	98.7	100.2	92.2	90.9	103.7	91.9	98.9	102.5
35	O=C(c1ccc(F)cc1)C1CCN(CCn2c(=O)[nH]c3ccccc3c2=O)CC1	94.2	100.9	108.4	87.8	104.1	107.2	98.7	89.3
36	Cc1cc(Nc2cc(N3CCN(C)CC3)nc(Sc3ccc(NC(=O)C4CC4)cc3)n2)n[nH]1	9.6*	35.6	18.4	12.1	22.3	20.6	-69.2*	76.6
37	CC1=CC(=O)NS(=O)(=O)O1	102.6	118.0	100.0	/	92.7	95.0	/	101.3
38	COCCCOc1cc(C[C@@H](C[C@H](N)[C@@H](O)C[C@H](C(=O)NCC(C)(C)C(N)=O)C(C)C)C(C)C)ccc1OC	105.6	109.9	113.8	84.5	108.6	102.7	95.0	92.6
39	CNC(=O)CN1CCC(Oc2cc3c(Nc4cccc(Cl)c4F)ncnc3cc2OC)CC1	77.2	64.7	38.3	25.1	84.1	28.3	37.7	32.1
40	Nc1nnc(-c2c[nH]c3ccccc23)c(-c2c[nH]c3ccccc23)n1	96.2	100.0	84.8	102.3	93.9	95.4	90.0	82.7

Retrieved by compound from the list above (2):
item	compound	SK-MEL-5	CCRF-CEM	HOP-62	HOP-92	M14	A549/ATCC	LOX IMVI	EKVX
21	COc1ccc(/C=C/C(C)=N/OC(C)C(=O)O)cc1 (stereo not drawn)	99.9	96.1	100.9	/	104.1	103.5	94.0	/
31	Cc1cc(Nc2ncc(Cl)c(Nc3ccccc3S(=O)(=O)C(C)C)n2)c(OC(C)C)cc1C1CCNCC1	-98.9*	-47.5*	-94.5*	-92.3*	-95.2*	-99.8*	-90.7*	-87.6*

The list goes on:
item	compound	SK-MEL-5	CCRF-CEM	HOP-62	HOP-92	M14	A549/ATCC	LOX IMVI	EKVX
41	Cc1c(NC(=O)c2cccnc2)c(=O)n(-c2ccccc2)n1C	110.3	111.0	96.3	94.0	109.6	99.7	95.8	94.5
42	O=C(Nc1ccc(OC(F)(F)F)cc1)c1sccc1NCc1ccnc2ccccc12	73.8	82.8	80.0	110.5	64.4	73.3	58.7	77.9
43	CC(=O)NC(Cc1ccccc1)C(=O)O (stereo not drawn)	112.7&100.2	90.2	99.7&100.7	89.9&98.6	106.3&98.7	102.9&96.0	97.4&91.5	95.5
44	Cc1cc(OCc2nnc(SC3CCCC3)n2-c2cccnc2)ccc1-c1ccc(S(C)(=O)=O)cc1	22.4[1 µM]	50.6[1 µM]	65.1[1 µM]	89.1[1 µM]	86.1[1 µM]	76.8[1 µM]	50.1[1 µM]	59.6[1 µM]
45	C=C1CC[C@@H]2C(C)(C)C(=O)CC[C@@]2(C)[C@@H]1COc1ccc2ccc(=O)oc2c1	89.2	97.7	66.8	76.8	98.8	87.3	93.7	91.1
46	Cn1c(=O)c2c(ncn2CC2OCCO2)n(C)c1=O	114.0	115.2	/	121.8	107.5	106.3	100.8	105.5
47	Cn1cc(-c2nnc(-c3ccccc3)o2)c2cccnc21	84.7	97.5	81.8	54.9	94.8	87.5	92.6	60.9
48	C1CCC(C(CC2CCCCN2)C2CCCCC2)CC1 (stereo not drawn)	-94.3*	4.9*	-81.6*	-2.6*	-88.2*	/	-95.5*	/
49	C[C@@H]1CC2C3C[C@H](F)C4=CC(=O)C=C[C@]4(C)[C@@]3(F)[C@@H](O)C[C@]2(C)[C@@]1(O)C(=O)COC(=O)C(C)(C)C (stereo partly drawn)	101.6	36.4	104.2	80.0	97.5	/	106.2	74.7
50	c1ccc(CN(CC2=NCCN2)c2ccccc2)cc1	103.6	101.2	95.7	85.2	96.1	/	97.7	111.3
51	CCOc1ccccc1C(N)=O	102.7	88.9	97.0	59.8	97.5	98.5	100.2	92.0
52	O=C(O)c1ccc[n+]([O-])c1	117.3&110.1	105.5&109.5	103.0&99.6	114.8&123.3	99.1&98.7	93.8&103.5	104.4&110.1	145.2&121.8
53	Cc1ccc(NC(=O)Nc2ccc3nc(NS(=O)(=O)c4ccc5ccccc5c4)sc3c2)cc1Cl	97.5	105.7	101.8	104.0	106.4	100.6	98.1	99.4
54	Nc1nnc(-c2c[nH]c3ccc(Br)cc23)c(-c2c[nH]c3ccc(Br)cc23)n1	94.4	78.4	103.1	95.8	96.7	104.7	105.6	74.6
55	COc1ccccc1N1CCN(CCCNc2cc(=O)n(C)c(=O)n2C)CC1	102.0&94.5	100.5&99.0	109.5&102.6	91.4&92.5	105.9&101.3	98.3&103.4	101.3&95.3	101.9
56	CC(=O)[C@H]1CCC2C3C[C@H](C)C4=CC(=O)CC[C@]4(C)C3[C@@H](O)C[C@@]21C (stereo partly drawn)	98.9	76.9	98.5	84.7	97.1	77.4	102.8	71.0
57	COc1ccc(C(=O)NCc2ccc(OCCN(C)C)cc2)cc1OC	102.2	102.7	/	104.0	105.2	104.1	100.9	107.4
58	O=C(COc1ccc(Cl)cc1)NCCO	107.0	105.5	94.5	102.8	101.4	91.7	99.9	103.7
59	Cn1c(=O)c2[nH]c(Br)nc2n(C)c1=O	112.3&102.1	38.2	124.1&88.9	88.8	117.2&106.6	96.0	115.5&97.9	116.3
60	C[C@]12CCc3c(ccc4cc(O)ccc34)[C@@H]1CC[C@H]2O	100.7	90.4	102.6	84.1	101.3	107.8	96.4	56.9

Arranged by formula weight (rising): some entries from above.
item	compound	SK-MEL-5	CCRF-CEM	HOP-62	HOP-92	M14	A549/ATCC	LOX IMVI	EKVX
43	CC(=O)NC(Cc1ccccc1)C(=O)O (stereo not drawn)	112.7&100.2	90.2	99.7&100.7	89.9&98.6	106.3&98.7	102.9&96.0	97.4&91.5	95.5
59	Cn1c(=O)c2[nH]c(Br)nc2n(C)c1=O	112.3&102.1	38.2	124.1&88.9	88.8	117.2&106.6	96.0	115.5&97.9	116.3
45	C=C1CC[C@@H]2C(C)(C)C(=O)CC[C@@]2(C)[C@@H]1COc1ccc2ccc(=O)oc2c1	89.2	97.7	66.8	76.8	98.8	87.3	93.7	91.1
